TAG inh: triacylglycerol accumulation inhibition; H9c2 cells, Nile Red lipid (TAG) fluorescence; cells loaded with 200 µM oleic acid; inhibition, % at 12.5 µM; 0.66% of 230,000 active;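 active = pattern-corrected inhibition of lipid staining of at least 50% with the nuclear-stain viability signal not falling by more than 50%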;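 note: 0% = DMSO wells and 100% = triacsin C control wells; some results filed as inactive read as strong as hits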
TAG inh DAPI viability: further read-out of TAG inh, marked with its call; DAPI nuclei signal change (viability), lower = more cytotoxic, %;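 whole-well DAPI fluorescence read on a plate reader as a viability signal; minus 50 percent equals half of cells still viable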
* = called active by the depositor. Some of the compounds tested. The share of hits here may be higher or lower than overall.

SMILES	TAG inh	TAG inh DAPI viability
Clc1cccc(CSc2nnc([C@@H]3CCCN3)o2)c1	3	-1
Cc1ccc(C2C(C#N)=C(N)OC3=C2C(=O)CCC3)s1 (stereo not given)	5	7
COc1cccc(Oc2ccc(C(F)(F)F)cc2NC(=O)CN2C(=O)NC3(CCCC3)C2=O)c1	1	-1
CC(C)(C)c1nc2ccccc2[nH]1	12	4
CC[C@]12c3[nH]c4ccccc4c3CCN1C(=O)C(CC(=O)NCCCn1ccnc1)C[C@@H]2C(=O)N1CCN(C(=O)C2CC2)CC1 (stereo not given in full)	-3	1
COc1ccc(/C=N/NC(=O)CNc2ccc(Br)cc2)c(C(=O)O)c1OC	10	-6
Cc1cccc(NS(=O)(=O)c2cc(C(=O)NCc3ccccn3)ccc2C)c1	-7	1
O=C(C1CCCCC1)N1CCC(n2nnc3ccccc32)CC1	-12	-3
CCOc1ccc(C(CC(=O)O)NC(=O)C23CC4CC(CC(C4)C2)C3)cc1OC (stereo not given)	-17	2
CC1(C)CC(N=C2C([N+](=O)[O-])=CC=C3C2=NC2(CCCCC2)N3O)CC(C)(C)N1	-3	4
CCOc1ccc(NC(=S)NCc2ccc3[nH]c(C)cc3c2)cc1	-5	5
CC(=O)NC(Cc1ccc(F)c(F)c1)C(=O)NC1CCN(C(=O)c2ccc(C)cc2)CC1 (stereo not given)	-12	-13
Cc1c(NC(=O)OCCNC(=O)Nc2ccccc2)sc(=S)n1C	8	-1
CC(C)(C)CC(=O)NCCc1csc(-c2ccccc2)n1	-9	1
Cc1cccc(N(Cc2cc3ccccc3[nH]c2=O)C(=O)c2ccco2)c1C	-18	8
CC(=O)NCCNC(=O)C1Cc2c(-c3ccccc3Oc3ccccc3)ccnc2O1 (stereo not given)	-2	-7
CCOC(=O)COc1cccc2c(=O)n(CC(=O)N3CCC(C)CC3)ccc12	5	-12
O=c1cc(C(F)(F)F)[nH]c2ccc(C(F)(F)F)cc12	0	1
O=C(OCC(=O)N1CCCCC1)c1ccc(OC(F)(F)F)cc1	-2	7
O=C(c1cccc(C(F)(F)F)c1)N1CCN(c2cc(=O)[nH]nc2-c2ccccc2)CC1	28	-8
CCOC(=O)COc1nc(C)cc(C(F)(F)F)c1C#N	-9	10
CCC(CC)NC(=O)C1CCN(c2ccc(S(=O)(=O)N3CCOCC3)cc2[N+](=O)[O-])CC1	8	0
COc1ccc(C)c2sc(=NC(=O)c3ccc(C(C)=O)cc3)n(C)c12	9	21
CC(C)C(=O)NNC(=O)c1c(O)c2ccccc2[nH]c1=O	9	-4
O=C(CN1CCN(Cc2ccccc2)CC1)Nc1cccc(Cl)c1	-21	-2
Cc1ccc(N2CC(C(=O)OCc3ccccc3)CC2=O)cc1 (stereo not given)	-1	-4
CCn1cc(-c2nnnn2-c2ccc(Cl)cc2)c(=O)c2ccccc21	-10	10
COc1cccc(CC2(CO)CCN(Cc3ccc4cccc(F)c4n3)CC2)c1	-7	12
O=C(CCc1nc2ccccc2c(=O)[nH]1)Nc1cc(C(F)(F)F)ccc1N1CCCC1	-12	-15
CCN(CC)c1ncnc2c1ncn2[C@H]1CN(Cc2cccs2)C[C@@H](CO)O1	-11	0
COc1ccc(S(=O)(=O)N2CCN(CCO)CC2)cc1-c1nnc2c3ccccc3c(C)nn12	-3	4
COc1cc(-c2noc(CCCC(=O)Nc3cccnc3)n2)cc(OC)c1OC	-2	-3
Cc1nn(-c2ccccc2)c(NC(=O)C(C)C)c(-c2ccccc2)c1=O	-10	-6
Cc1ccc(C(=O)COC(=O)CNC(=O)c2ccc(Br)o2)cc1[N+](=O)[O-]	7	-4
CCCCNC(=O)CSc1nc2ccsc2c(=O)n1CCCC(=O)NCCc1ccc(S(N)(=O)=O)cc1	3	1
COc1cc([N+](=O)[O-])cc2sc(NC(C)=O)nc12	8	2
CC1Nc2ncnc(N3CCN(c4ccccc4)CC3)c2N(Cc2ccc(Cl)cc2)C1=O (stereo not given)	13	-11
CCOc1ccccc1NC(=O)CN(c1ccc(OC)cc1OC)S(=O)(=O)c1ccccc1[N+](=O)[O-]	7	-3
O=C(O)CSc1cccc2cccnc12	-21	3
Cn1c(=O)c2cc(NC(=O)Nc3cccnc3)ccc2n1Cc1cccc(C(F)(F)F)c1	-24	21
O=C(CSCc1ccc([N+](=O)[O-])cc1)NC1CC2CCC1C2 (stereo not given)	-3	4
Cc1cc(C)nc(Nc2ccc(F)cc2)n1	-5	-6
CNC(=O)c1ccsc1NC(=O)CCS(=O)(=O)c1ccc(Cl)cc1	-5	2
Cc1cccc(OCc2nc3ccccc3n2C)c1	-9	3
COc1cccc(-c2cc(C(F)(F)F)nc(N3CCOCC3)n2)c1	38	-8
CC(C)(C)n1cnc2cc(NC(=O)c3ccc(Cl)cc3)ccc21	3	0
CC1Sc2ccc(Cl)cc2-c2nc(N)ncc21 (stereo not given)	3	7
CSC1=NCCN1S(=O)(=O)c1ccc(F)cc1	10	-11
CCCSC(=O)N(CC)CC(=O)Nc1c(CC)cccc1CC	43	-3
COc1cc([N+](=O)[O-])ccc1NC(=O)C1CCCN(S(C)(=O)=O)C1 (stereo not given)	-6	2
COC(=O)c1ccsc1NC(=O)CCS(=O)(=O)c1ccccc1	7	-1
COC(=O)c1ccc(CNC(=O)COC(=O)CC23CC4CC(CC(Br)(C4)C2)C3)cc1	-9	2
CC(CC(=O)NC1CCCC1)c1ccccc1 (stereo not given)	2	4
CCCCNC(=O)n1c(SC)nc2ccccc21	-6	0
O=C(CSc1nc2ccccc2s1)NNC(=O)Nc1ccc(Cl)c(Cl)c1	-6	-7
Cc1c(C(=O)O)c(C(=O)O)c2n1CCS2	3	-4
O=S(=O)(c1ccc(Br)c2ccccc12)N1CCCC1	1	-4
C/C(=N\NC(=O)OC(C)(C)C)c1ccc[nH]1	4	-8
O=C(CN1CCN(c2ccccc2)CC1)Nc1ccccc1C(=O)NCCc1ccccc1	5	-11
CCC(=O)Nc1nnc(SCc2ccccc2F)s1	-7	12
The list goes on:
SMILES	TAG inh	TAG inh DAPI viability
CCOc1cc(C(=O)Nc2cc(F)ccc2C)ccc1OCC(=O)N1CCOCC1	-3	-2
O=C(NCC(F)(F)F)N1CCOCC1	-2	12
CC(Oc1ccccc1)C(=O)Nc1cccc([N+](=O)[O-])c1 (stereo not given)	-5	2
CCOC(=O)c1c(C)oc2ccc(NS(=O)(=O)c3ccc(C(=O)O)cc3)cc12	8	7
O=C(COc1ccccc1F)Nc1ccccc1C(=O)NC1CC1	-12	-1
COC(=O)N[C@H](CC(C)=O)c1cccc(C(F)(F)F)c1	-1	9
COc1ccc(C)cc1S(=O)(=O)N1CCC2(CC1)OCCN2S(=O)(=O)c1cccs1	-6	-5
O=C(c1ccccc1)c1cnc(-c2ccc(Cl)cc2)s1	-29	5
CC1(c2ccc(Cl)cc2)NC(=O)N(CC(=O)Nc2ccc(N3CCCCC3)cc2)C1=O (stereo not given)	11	8
COc1cccc(-n2c(=S)sc3c(=O)n(-c4ccccc4OC)c(SCC4OCCO4)nc32)c1	21	-14
Cc1nnc(-c2ccc(N3CCCCCC3)c([N+](=O)[O-])c2)o1	1	1
CSC1=C(C#N)C(CC(C)C)C(C(C)=O)=C(C)N1 (stereo not given)	-22	1
CC(C)(C)NC(=O)NC(=O)COC(=O)c1nc(-c2ccccc2)n(-c2cccc(C(F)(F)F)c2)n1	6	13
CCCN(CC(=O)Nc1ccccc1C)C(=O)/C=C/c1ccc(OC)c(OC)c1	23	-3
COc1ccccc1NC(=O)COC(=O)C12CC3CC(CC(Cl)(C3)C1)C2	-4	5
CCOc1ccc(N2C(=O)C3ON(c4ccccc4)C(c4ccco4)C3C2=O)cc1 (stereo not given)	17	-20
CCC1CO/C(=C(\C(=C(Cl)Cl)N2CCOCC2)[N+](=O)[O-])N1 (stereo not given)	-22	4
CCC[n+]1c(C)sc2c(OC)ccc(OC)c21	11	-8
Cc1ccc(-n2nnc(-c3cnc4ccccc4c3)n2)cc1	5	4
Cc1noc(C)c1S(=O)(=O)Nc1ccc2c(c1)C(=O)N([C@H](C)CO)C[C@H](C)[C@@H](CN(C)C(=O)CCCN(C)C)OCCCC[C@@H](C)O2	1	0
COc1ccc(NC(=O)c2ccc(-c3csc(C)n3)cc2)cc1	-12	2
COc1ccc(CN(Cc2nc3ccccc3c(=O)[nH]2)C(=O)C(C)(C)C)cc1	7	-10
C/C(=N\Nc1nc2ccccc2[nH]1)c1ccc([N+](=O)[O-])cc1	11	0
O=C(CCN1C(=O)C2CC=CCC2C1=O)Nc1ccc(S(=O)(=O)N2CCCCC2)cc1 (stereo not given)	11	-9
O=C(NC1(C(=O)O)CCCC1)c1ccccc1	7	-3
O=C(COC(=O)c1ccc2c(c1)OCO2)Nc1ccccc1OC(F)F	-9	-1
O=C(NCCCN1CCCC1=O)c1cc(=O)c2ccccc2o1	-5	15
CC(=O)c1c(COC(=O)c2cccc(C)c2)nc2ccccc2[n+]1[O-]	-10	-3
CCOc1ccc(CN(C)C(=O)CCNC(=O)c2ccco2)cc1	-2	0
Cc1[nH]c2ccccc2c1C(=O)C(C)OC(=O)c1ccc(NC(=O)CC#N)cc1 (stereo not given)	-24	-1
COc1ccc(C(=O)N2CCc3cc(OC)c(OC)cc3C2)cc1OC	-9	4
CCOC(=O)CN(C(=O)COc1nc(-c2ccccc2)cc(C)c1C#N)c1ccccc1C	12	-1
NS(=O)(=O)c1ccc(CNC(=O)c2ccc(NS(=O)(=O)c3ccc4[nH]c(=O)[nH]c4c3)cc2)cc1	5	-4
O=C(COC(=O)c1ccc(S(=O)(=O)N2CCCC2)cc1)Nc1cccc(Cl)c1	5	-3
O=C(CN1C(=O)S/C(=C\c2ccccc2)C1=O)Nc1cc([N+](=O)[O-])ccc1O	11	-5
Cc1cc(-c2nc(C)c(C(=O)NNC(=O)NC(C)C)s2)no1	13	-6
CC(CCc1ccccc1)NC(=O)Cc1ccc(Br)cc1 (stereo not given)	-11	6
Cc1ccc(OCCCC(=O)Nc2nncs2)cc1	10	-21
Cc1cc(C(=O)Cn2nc(C(=O)O)c3ccccc3c2=O)c(C)n1CCc1ccc(F)cc1	-1	-3
Cc1cc2cc(CNC(=S)Nc3ccc(OC(F)(F)F)cc3)ccc2n1C	-4	6
Cc1nnc(SC(C)C(=O)NC2CCCCC2C)n1N (stereo not given)	7	-10
COc1ccc(-c2c(C)oc3cc(O)cc(O)c3c2=O)cc1OC	-7	-1
Cc1ccc(Sc2ncccc2C(=O)NCc2cc([N+](=O)[O-])ccc2O)cc1C	0	-3
Cc1ccc(Nc2nc(N)nc(CN3CCCCCC3)n2)cc1	0	6
CC(C)=CCC[C@](C)(O)C1CC[C@]2(C)C1[C@H](O)CC1[C@@]3(C)CC[C@H](O[C@@H]4O[C@H](CO)[C@@H](O)[C@H](O)[C@H]4O[C@@H]4O[C@H](CO)[C@@H](O)[C@H](O)[C@H]4O)C(C)(C)C3CC[C@]12C (stereo not given in full)	11	1
CCCCOc1cccc(-c2nnc(N)s2)c1	6	0
COc1cccc(N2C(=O)C3NN=C(C(=O)CN4C(=O)c5ccccc5C4=O)C3C2=O)c1 (stereo not given)	11	-5
CCOC(=O)c1ccc(NC(=O)C2CCN(S(=O)(=O)c3c(C)nn(C)c3C)CC2)cc1	7	0
Cc1ccccc1OCc1nc(-c2ccc(-n3cccc3)cc2)no1	-23	10
COC(=O)CSc1nnc(Cc2ccccc2)n1-c1ccc(C)cc1	1	-9
CCCNC(=O)COc1ncnc2sccc12	-7	8

Quoted at random: 2 entries already listed.
SMILES	TAG inh	TAG inh DAPI viability
CSC1=NCCN1S(=O)(=O)c1ccc(F)cc1	10	-11
CCCSC(=O)N(CC)CC(=O)Nc1c(CC)cccc1CC	43	-3

Among those listed so far, 13 have a Cl atom:
SMILES	TAG inh	TAG inh DAPI viability
Clc1cccc(CSc2nnc([C@@H]3CCCN3)o2)c1	3	-1
O=C(CN1CCN(Cc2ccccc2)CC1)Nc1cccc(Cl)c1	-21	-2
CCn1cc(-c2nnnn2-c2ccc(Cl)cc2)c(=O)c2ccccc21	-10	10
CC1Nc2ncnc(N3CCN(c4ccccc4)CC3)c2N(Cc2ccc(Cl)cc2)C1=O (stereo not given)	13	-11
CNC(=O)c1ccsc1NC(=O)CCS(=O)(=O)c1ccc(Cl)cc1	-5	2
CC(C)(C)n1cnc2cc(NC(=O)c3ccc(Cl)cc3)ccc21	3	0
CC1Sc2ccc(Cl)cc2-c2nc(N)ncc21 (stereo not given)	3	7
O=C(CSc1nc2ccccc2s1)NNC(=O)Nc1ccc(Cl)c(Cl)c1	-6	-7
O=C(c1ccccc1)c1cnc(-c2ccc(Cl)cc2)s1	-29	5
CC1(c2ccc(Cl)cc2)NC(=O)N(CC(=O)Nc2ccc(N3CCCCC3)cc2)C1=O (stereo not given)	11	8
COc1ccccc1NC(=O)COC(=O)C12CC3CC(CC(Cl)(C3)C1)C2	-4	5
CCC1CO/C(=C(\C(=C(Cl)Cl)N2CCOCC2)[N+](=O)[O-])N1 (stereo not given)	-22	4
O=C(COC(=O)c1ccc(S(=O)(=O)N2CCCC2)cc1)Nc1cccc(Cl)c1	5	-3

Screens: PubChem BioAssay, Sanford-Burnham Center for Chemical Genomics
